HTRA1 inh: inhibitors of human serine peptidase HTRA1. recombinant HTRA1, FP-rhodamine activity-based probe, fluorescence polarization. inhibition, % at 5.96 µM. 340,000 tested, 0.5% active. AID 504803; in the data active = inhibition above about 36%;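 also: 0% = enzyme with DMSO and 100% = wells lacking enzyme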
ARFGAP1 inh: inhibitors of rat ARFGAP1; Q62848; Arfgap1-stimulated ARF1 GTP hydrolysis, GDP FP detection; inhibition, % at 16.5 µM; 360,000 tested, 0.26% active;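 active = inhibition above a per-plate limit, mean inhibition of low control wells plus 3 SD, cut at about 25% in these data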;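 also: 0% = DMSO wells with enzyme and 100% = wells lacking Arfgap1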
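Material: rat Arfgap1 catalytic domain, aa 1-136; also added: human ARF1(Δ1-17)-GTP substrate; compound dosing: one concentration, 16.5 µM, DMSO 1.26%; incubation: GTP hydrolysis reaction 2 h at 25 °C; measured by: Tracer-displacement fluorescence polarization with EDTA stop, 620/688 nm; evaluation: % inhibition from polarization; repeats: one replicate per compound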
GC-A act: GC-A (human) enzyme activation; P16066; HEK293 GC-A cells, cGMP TR-FRET, EC30 ANP; 0% at EC30 ANP, 100% saturating ANP; activation, % at 10 µM; 370,000 tested, 0.14% active; in the data active = activation above about 40%
PG9 binder: binds the HIV-1 gp120 antibody PG9. 360,000 tested, 0.43% active. TR-FRET gp120-PG9 antibody binding. inhibition, % at 6.7 µM; in the data active = inhibition above about 8.5%
SMARCA2 activ: increases SMARCA2 function in MMTV reporter cells. MG213 cells, MMTV-luciferase reporter, dexamethasone, overnight. AID 652017. 370,000 tested, 1% active. activation, % at 9.1 µM; in the data active = activation above about 7.8%;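 also: 0% = vehicle wells and 100% = reference activator wells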
rCAG binder: molecules binding r(CAG) RNA repeats; r(CAG) RNA repeat, TO-PRO-1 dye displacement fluorescence; 370,000 tested, 1.3% active; inhibition, % at 3 µM; AID 651821;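 active = inhibition above the plate cutoff, the mean of all test compounds on that plate plus 3 SD, cut at about 35% in these data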;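 also: 0% = DMSO alone and 100% = 100 µM mitoxantrone as full dye displacement; higher means more dye released from RNA so lower well fluorescence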
GC-B act: GC-B (human) receptor activation; 370,000 tested, 0.11% active; activation, % at 10 µM; P20594; HEK293-GC-B cells, CNP EC30, cGMP TR-FRET; 0% at EC30 CNP, 100% saturating CNP; AID 1920062;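 active = activation at 10 µM reaching about 35% in either raw or pattern-adjusted values, limit read from the data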
ASAP1 GAP inh: blocks human ASAP1-stimulated Arf1 GTP hydrolysis; Q9ULH1; GDP FP detection; inhibition, % at 16.5 µM; 360,000 tested, 0.19% active; AID 624377; in the data active = inhibition above about 25%;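 also: 0% = vehicle with enzyme and substrate and 100% = no enzyme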
Target sequence (Q9ULH1 325-724 limits assumed): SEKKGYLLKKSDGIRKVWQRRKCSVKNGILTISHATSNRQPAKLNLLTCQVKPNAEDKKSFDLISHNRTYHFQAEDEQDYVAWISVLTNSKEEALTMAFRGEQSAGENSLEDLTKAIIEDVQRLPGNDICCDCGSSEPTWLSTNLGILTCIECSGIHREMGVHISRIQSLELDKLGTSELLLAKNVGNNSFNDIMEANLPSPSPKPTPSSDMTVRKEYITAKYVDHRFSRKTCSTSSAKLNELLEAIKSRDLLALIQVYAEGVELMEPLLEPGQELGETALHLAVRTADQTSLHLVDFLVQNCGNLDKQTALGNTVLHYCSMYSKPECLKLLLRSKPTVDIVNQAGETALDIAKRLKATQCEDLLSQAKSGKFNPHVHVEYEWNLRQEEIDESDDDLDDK
Rev-erbA mod: modulates human Rev-erb alpha binding to DNA; 370,000 tested, 0.79% active; activity, % at 10 µM; P20393; AID 1259318; Rev-erbα–FITC-DNA binding, fluorescence polarization, 90 min;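 active = activity above about 14%, limit read from the data; passing the limit was not always enough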;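 also: 0% = DMSO wells with 35 nM protein and 100% = DMSO wells with 750 nM protein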
Target sequence (P20393 whole entry, looked up): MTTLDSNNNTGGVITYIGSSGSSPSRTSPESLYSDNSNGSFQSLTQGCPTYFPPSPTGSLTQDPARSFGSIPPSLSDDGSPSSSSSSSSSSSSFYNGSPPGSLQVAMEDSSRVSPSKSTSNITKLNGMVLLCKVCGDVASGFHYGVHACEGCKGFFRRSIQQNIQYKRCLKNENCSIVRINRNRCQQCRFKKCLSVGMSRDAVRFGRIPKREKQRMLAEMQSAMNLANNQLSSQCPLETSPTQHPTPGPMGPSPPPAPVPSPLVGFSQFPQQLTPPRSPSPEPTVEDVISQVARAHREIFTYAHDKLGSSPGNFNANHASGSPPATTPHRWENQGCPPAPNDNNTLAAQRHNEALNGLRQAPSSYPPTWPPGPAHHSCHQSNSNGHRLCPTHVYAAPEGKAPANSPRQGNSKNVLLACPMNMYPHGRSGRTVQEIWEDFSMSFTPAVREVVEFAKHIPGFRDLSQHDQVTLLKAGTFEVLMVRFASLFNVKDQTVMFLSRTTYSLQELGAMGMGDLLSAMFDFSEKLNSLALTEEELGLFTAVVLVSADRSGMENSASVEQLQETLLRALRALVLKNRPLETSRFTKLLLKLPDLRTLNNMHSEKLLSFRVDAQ
ABHD4 inh: ABHD4 (mouse) inhibition, primary FP screen | inhibition, % at 8.92 µM | Q8VD66 | 370,000 tested, 0.54% active | purified mABHD4, FP-Rh probe fluorescence polarization;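 active = inhibition exceeding the mean over every tested compound plus 3 SD, cut at about 30% in these data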;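 also: 0% = plate median of compound wells and 100% = S159A mutant with DMSO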
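assay system = mABHD4 protein | compound dosing = single nominal dose of 8.92 µM, 0.89% DMSO final | read-out basis = percent inhibition of probe binding, normalized to plate controls | schedule = Enzyme–compound pre-incubation 45 min, then probe 60 min, both 25 °C | detection = fluorescence polarization, excitation 525 nm, emission 598 nm, BODIPY TMR filters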
* hit, by the source's call; . = no result given.

SMILES	HTRA1 inh	ARFGAP1 inh	GC-A act	PG9 binder	SMARCA2 activ	rCAG binder	GC-B act	ASAP1 GAP inh	Rev-erbA mod	ABHD4 inh
COc1ccc(NC(=O)CN2CCN(c3ccc(Cl)cc3)CC2)c(OC)c1	-7	9	-3	0.6	-1	-3	-2	-11	0	-3
COc1ccc(CCN(C)Cc2ccc(OC)c(OCc3ccccc3)c2)cc1OC	2	.	-2	.	.	.	-3	.	0	.
Cc1cccc(NC(=O)C2CCCN(S(=O)(=O)c3ccc(-n4cnnn4)cc3)C2)c1 (stereo unspecified)	-6	-2	-1	-0.7	-1	0	1	1	1	0
CC(=O)NC12CC3CC(C1)CC(C(=O)N1CCN(S(=O)(=O)c4ccc([N+](=O)[O-])cc4)CC1)(C3)C2	6	9	-3	-0.7	0	3	1	18	1	-3
Cc1ccccc1NC(=O)C1CC(=O)N(c2ccccc2F)C1 (stereo unspecified)	9	-1	0	-1.0	-3	1	4	-4	-1	-3
COC(=O)CCC(=O)N1CCCC(N2CCN(c3ccc(OC)cc3)CC2)C1 (stereo unspecified)	-1	-6	3	-1.4	-3	-6	-1	-10	6	3
COc1ccc(OC)c(-n2c(=S)[nH]c3c(sc(=S)n3-c3ccccc3)c2=O)c1	-8	-2	2	0.4	4	5	4	1	10	-2
Cc1c(C#N)c(=O)oc2ccc3ccccc3c12	8	6	4	2.5	2	2	0	5	4	5
CCOc1ccccc1NC(=O)CCc1nnc2ccc(N3CCC4(CC3)OCCO4)nn12	1	-8	3	-0.5	-1	-4	4	1	5	2
C#CCOC(=O)c1ccccc1C(=O)n1nnc2ccccc21	3	-2	0	-2.3	0	-2	3	5	6	3
CC(=O)Nc1ccc(Nc2c([N+](=O)[O-])c(=O)n(-c3ccccc3)c3ccccc23)cc1	3	11	-7	-1.4	-1	1	-10	7	-24	4
CN(C[C@H](Cc1ccccc1)N(CCN(CCc1ccccc1)N=O)N=O)N=O	-1	-1	-3	1.1	0	0	4	5	2	8
CCCN1CNC(=S)N(c2cccc(C)c2C)C1	1	-8	-3	0.1	-1	-3	5	11	1	2
COc1ccc(C(=O)Nc2c(N)nc(SCC(=O)N3CCC(C)CC3)[nH]c2=O)cc1OC	-9	-3	-1	-1.7	0	2	-4	-9	1	1
O=C(CC1SC2=NCCN2C1=O)Nc1ccc(Cl)cc1 (stereo unspecified)	5	-15	4	1.2	0	1	4	-1	0	-3
CCOC(=O)N1CCC2(O)CCCCC2C1c1ccc(F)cc1 (stereo unspecified)	6	0	-6	-0.3	-1	-8	-3	-4	-8	-5
Cc1ccc(NS(=O)(=O)c2ccc(OCC(=O)NCc3ccccn3)cc2)cc1	-7	-10	-2	-1.4	0	-3	-9	1	4	-3
COC(=O)CCCC1=CC2=CC(=O)C(C)(OC(=O)c3cccs3)C(=O)C2=CN1CCCCO (stereo unspecified)	0	4	1	-1.5	0	2	2	20	-2	6
COc1cc(CO)ccc1OCC(=O)N1CCc2ccccc21	0	3	2	0.5	5	-1	8	-12	-2	-2
CCCOC(=O)c1cc2ccccc2oc1=O	-8	7	6	1.9	3	-1	1	-7	-1	6
CC(C)Oc1ccc(C(=O)NCC(=O)N2CCN(S(=O)(=O)/C=C/c3ccccc3)CC2)cc1	-1	-6	-3	0.1	-3	8	-3	-6	5	2
Cc1ccc(C(=O)CC2(O)C(=O)N(CCc3ccccc3)c3ccc(Br)cc32)o1 (stereo unspecified)	-38	-11	-9	1.9	0	-4	-8	-11	-3	-2
O=C(NCc1n[nH]c(=S)n1-c1ccc(F)cc1)c1ccco1	3	-7	-1	0.3	-2	0	-1	9	-3	-10
COc1ccc(C(C)=O)cc1CSc1nnc(-c2ccccc2O)n1-c1ccccc1	-2	4	-12	-1.7	2	-2	-3	1	-2	-6
CCCCN(C(=O)Cc1cccs1)c1nnc(-c2cccnc2)s1	-12	4	6	-2.3	11*	-2	5	-3	-1	-8
NC(N)=Nc1nc2ccc([N+](=O)[O-])cc2[nH]1	0	14	-1	-0.6	0	3	-2	-2	-6	4
COc1cc(/C=N/NC(=O)c2cccnc2)ccc1OC(=O)c1ccc2c(c1)OCO2	16	0	1	-1.7	-3	-4	4	-10	-4	-11
COc1cc2c(cc1OC)C1=C(C#N)CN(CC(=O)O)CN1CC2	0	5	5	-2.3	0	5	2	6	7	6
O=C(Cc1ccccc1)N1N=C(c2ccncc2)CC1(O)C(F)(F)F (stereo unspecified)	-2	5	-3	-0.2	-1	-3	-1	1	2	-3
COc1ccc(OCCCC(=O)OC(C)C(=O)Nc2ccc(C)cc2)cc1 (stereo unspecified)	-1	12	1	-0.1	0	-11	-1	11	3	-1

Single records (already shown). Values in the order: HTRA1 inh, ARFGAP1 inh, GC-A act, PG9 binder, SMARCA2 activ, rCAG binder, GC-B act, ASAP1 GAP inh, Rev-erbA mod, ABHD4 inh
`NC(N)=Nc1nc2ccc([N+](=O)[O-])cc2[nH]1` across the screens: 0, 14, -1, -0.6, 0, 3, -2, -2, -6, 4
`COC(=O)CCCC1=CC2=CC(=O)C(C)(OC(=O)c3cccs3)C(=O)C2=CN1CCCCO` (stereo unspecified) across the screens: 0, 4, 1, -1.5, 0, 2, 2, 20, -2, 6
`Cc1ccc(NS(=O)(=O)c2ccc(OCC(=O)NCc3ccccn3)cc2)cc1` across the screens: -7, -10, -2, -1.4, 0, -3, -9, 1, 4, -3

New compounds follow
SMILES	HTRA1 inh	ARFGAP1 inh	GC-A act	PG9 binder	SMARCA2 activ	rCAG binder	GC-B act	ASAP1 GAP inh	Rev-erbA mod	ABHD4 inh
O=C(NCC1CCCO1)c1cnn2c(C(F)F)cc(C3CC3)nc12 (stereo unspecified)	-3	6	4	-0.8	-1	-6	2	-9	12	0
CCC1CCCCN1CCCNC(=O)Cn1cc2c(n1)-c1c(oc(C(=O)N3CCCC3)c1C)CC2 (stereo unspecified)	0	19	4	-1.2	-2	-2	6	7	1	2
CN(C)c1nc(N)nc(Cn2ccnc2)n1	6	5	2	-1.6	-1	1	6	0	3	-8
Cc1ccc(NC(=O)CCC(=O)N/N=C/c2coc3ccccc3c2=O)cc1	-5	8	2	-1.2	4	-1	-5	-3	1	-6
COc1ccc(C(=O)NCCOc2cccc(Oc3ccccc3)c2)cc1OC	-24	4	0	-0.8	-2	0	-2	3	8	-17
CC(C)Cn1c(N)c(C(=O)NCCN2CCOCC2)c2nc3ccccc3nc21	-7	17	7	-2.8	0	2	-4	12	-5	1
Cc1cc(C)cc(N(C(=O)Cc2cccs2)C(C(=O)NC2CCCCC2)c2ccccn2)c1 (stereo unspecified)	-6	-2	-26	-2.4	-1	-7	-21	-4	4	-4
CCC(CC)c1nnc(NC(=O)C2=NNC(=O)CC2)s1	-1	-11	5	0.6	-4	1	-1	-15	-1	-2
COc1ccc(NC(=O)C2=CC(c3ccc(C)cc3)=NS(=O)(=O)N2C)cc1	-19	7	2	1.2	-3	5	3	8	0	2
Cc1cc(C(=O)C(C)OC(=O)c2ccc(NC(=O)CC#N)cc2)c(C)n1-c1ccc(OC(F)F)cc1 (stereo unspecified)	-61	16	-4	0.4	-5	18	0	18	4	-46
Cn1c(CC(O)c2nc3ccccc3n2C)nc2ccccc21 (stereo unspecified)	4	5	0	0.5	-4	1	-4	7	-2	8
COc1cccc(COC(=O)Nc2ccccc2F)c1	-18	-6	6	-0.3	6	-3	-2	9	-1	-3
Cc1ccccc1N=C1N=C(N)c2ccccc21	14	-2	-5	-0.8	-3	-1	2	-6	-1	3
Cc1cc(C)n(CC(=O)NNC(=O)c2cncc(Br)c2)n1	9	-5	3	-0.2	1	3	0	2	-5	-7
COc1ccccc1C(=O)NC(=O)Nc1cccc(Cl)c1	-7	-5	9	-0.8	7	0	-9	0	4	0
O=C(NCC1CCN(Cc2cccc(Cl)c2)CC1)C1CCCN(c2ncnc3c2nc2n3CCCCC2)C1 (stereo unspecified)	-6	2	0	0.0	-2	-8	-2	-10	3	9
COc1nsnc1N1CCOCC1	0	4	0	-0.4	1	-1	8	2	1	1
CCc1nn(C(CC)C(=O)NCCc2ccc(OC)cc2OC)c(=O)c2cc3occc3n12 (stereo unspecified)	1	-7	-23	-0.5	-1	-4	-11	2	-1	2
CCOC(=O)N1CCN(C2CCCN(C(=O)c3ccccc3N(C)C)C2)CC1 (stereo unspecified)	5	5	4	-1.7	0	-6	1	4	2	8
COC(=O)/C(C#N)=C/c1c(N2CCN(Cc3ccc4c(c3)OCO4)CC2)nc2c(C)cccn2c1=O	3	-10	1	-1.6	4	-2	-3	-8	2	1
O=C(CNc1ccccc1-c1ccccc1)NCc1ccccc1	-6	2	-11	0.3	-4	-2	-2	13	-1	-8
CCCN(C(=O)Cc1coc2cc(C)c(C)cc12)c1c(N)n(Cc2ccccc2)c(=O)[nH]c1=O	-5	6	-2	2.5	-1	0	3	7	4	-15
CCOc1ccc(CCNC(=O)CSc2cc(=O)n(C)c3ccc(Cl)cc23)cc1OCC	-9	-6	-16	-1.1	-1	-7	-17	2	-5	-6
CSCCC(c1nc2ccccc2[nH]1)n1c(/C=C/c2ccc(Cl)cc2)nc2ccccc21 (stereo unspecified)	.	6	-22	1.3	-5	6	-25	14	-1	-22
O=C(COC(=O)c1cc(Br)ccc1Cl)NC(=O)NCc1ccccc1	6	4	1	-1.0	-3	-3	0	6	0	1
CCOC(=O)/C=C/c1ccc2c(c1)S(=O)(=O)N(c1cccc(OC)c1)[C@H]2CC(=O)OCC	-25	-8	6	0.8	1	0	12	-1	3	0
O=C(CNC(=O)c1ccncc1)Nc1ccc(F)c(F)c1	1	-1	0	-2.0	1	7	-5	-2	1	0
O=C(N/N=C/c1cccs1)c1cccc(NC(=O)c2ccccc2Cl)c1	-25	16	1	-1.1	-3	5	-6	13	-5	-18
Cc1ccc(NC(=O)CCNS(=O)(=O)c2ccccc2)c(C(=O)c2ccccc2)c1	-2	6	-1	1.6	1	2	2	-12	-6	2
Cc1cc(C)n2ncc(-c3cccc(Br)c3)c2n1	-16	-4	5	-0.2	0	2	-3	-11	-3	-11
O=C(NNC(=O)C1CCN(S(=O)(=O)c2c(Cl)cccc2Cl)CC1)c1ccccc1O	15	1	-1	2.9	-4	17	0	-1	-9	8
Nc1nc2ncccn2c1-c1ccc(C(F)(F)F)cc1	.	2	5	0.2	0	2	-2	-8	-5	28
Cc1nn(Cc2ccccc2)c(Cl)c1/C=C/C(=O)OC(C)C(=O)N1CCCC1 (stereo unspecified)	-22	-2	2	-0.4	-1	-8	1	1	-2	-1
COc1ccc(Oc2cn[nH]c2-c2ccc(OCC(=O)NN)cc2O)cc1	-21	-4	2	-1.8	-3	20	1	3	7	-32
O=c1oc2ccccc2c2c1cnc1ccccc12	4	2	4	-0.8	6	1	-1	1	-1	-5
Cc1cc(SCC(=O)N(C)CC(=O)Nc2ccc(F)cc2)nc2ccccc12	-2	-3	-2	0.5	0	1	5	5	4	0
Cc1cc(SCNC(=O)c2ccccc2)nc(C(C)C)n1	2	-1	-1	-2.4	-1	-2	-6	1	-1	0

Screening data: PubChem, several laboratories

This is a random part of the collection. About 4.4% of those tested had a hit in this group.
